Compound activity as filed in PubChem BioAssay.
TbREL1 inh = TbREL1 inhibition, primary screen | TbREL1 RNA ligation, FRET fluorescence | inhibition, % at 9.66 µM | 89,000 tested, 0.49% active | P86926;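 active = inhibition above the mean inhibition across all screened compounds plus 3 SD, cut at about 11% in these data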;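 also: 0% = plate median of test wells and 100% = NSC42067 control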
Target sequence (P86926 whole entry, looked up): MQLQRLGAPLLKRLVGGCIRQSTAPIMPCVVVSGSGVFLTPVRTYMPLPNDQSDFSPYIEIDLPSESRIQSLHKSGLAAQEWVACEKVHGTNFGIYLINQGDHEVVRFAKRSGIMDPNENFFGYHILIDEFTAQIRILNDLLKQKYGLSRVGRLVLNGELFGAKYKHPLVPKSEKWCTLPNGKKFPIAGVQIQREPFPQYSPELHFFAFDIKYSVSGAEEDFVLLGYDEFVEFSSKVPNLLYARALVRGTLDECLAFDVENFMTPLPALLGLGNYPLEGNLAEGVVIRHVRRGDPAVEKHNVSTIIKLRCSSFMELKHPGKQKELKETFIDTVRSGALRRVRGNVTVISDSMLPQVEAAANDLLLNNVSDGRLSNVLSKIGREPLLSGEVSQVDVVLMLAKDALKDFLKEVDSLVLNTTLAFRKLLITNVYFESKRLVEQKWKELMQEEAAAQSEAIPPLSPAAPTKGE
The depositor's hits bear a star. The list is partial (hit frequency here may not be typical).

smiles,TbREL1 inh
CNC(=S)N=Nc1c(O)[nH]c2ccccc12,-0.4
CC(=O)Nc1ccc(C=NNC(=O)CCCC(=O)NN=Cc2ccc(NC(C)=O)cc2)cc1,-4.0
N/C(Cc1ccc([N+](=O)[O-])cc1)=N\OC(=O)c1ccccc1Br,0.0
CCN(CC(=O)Nc1ccc(OC)cc1)C(=O)c1ccc2c(=O)n3c(nc2c1)CCC3,0.1
COC(CNC(=O)[C@H](Cc1ccccc1)NCC(=O)NC1CCCCC1)OC,4.9
Cc1ccc(C2C3=C(NCCN=C3c3ccccc3)C(=O)N2c2ccccc2)cc1 (configuration not stated),3.8
Cc1cc(OCCOCCNC(C)C)cc(C)c1Cl,-0.2
CCN(CC)c1ccc(NC(=O)COC(=O)c2cccs2)cc1,-5.5
COc1ccccc1/C=N\Nc1cc(C)nc(-n2nc(C)cc2C)n1,4.7
CCn1c(NC(=O)C(C)C)c2ccccc2nc1=O,0.4

(further entries)
smiles,TbREL1 inh
Cc1ccc(NC(=O)Cn2c3ccc(F)cc3c3nc4n(c(=O)c32)CCS4)cc1F,1.5
CC(C)CN(C(=O)CC(C)c1ccccc1)c1c(N)n(Cc2ccccc2)c(=O)[nH]c1=O (configuration not stated),-1.8
COC(=O)N/N=C/c1ccc([N+](=O)[O-])o1,-3.5
CC(C)[C@H](NC(=O)OCc1ccccc1)C(=O)N[C@@H](Cc1ccccc1)C1(O)CN(C)C(C(=O)NCc2ccccn2)CO1 (some centres not stated),-0.8
COc1nsnc1NS(=O)(=O)c1ccc(NC(=S)NC(=O)c2ccncc2)cc1,0.0
COCCn1c(C)cc(C(=O)CSc2nc3ccccc3c(=O)n2Cc2ccco2)c1C,-3.1
Cn1c(Cc2ccccc2)nnc1SCC(=O)NC1CCCC1,-1.1
Cc1cc(C(=O)CSc2nc3ccccc3n2C)c(C)n1C,-5.8
COc1ccc(C2C(C(C)=O)=C(O)C(=O)N2C)c(OC)c1 (configuration not stated),-2.0
O=C(/C=C/c1ccc(F)cc1)Nc1cc(S(=O)(=O)N2CCOCC2)ccc1N1CCCC1,-2.3

New compounds follow:
smiles,TbREL1 inh
C/C(Cl)=C\COc1cc(C)nc2c(Br)cccc12,5.6
C=C(C)CNC(=S)N/N=C(\C)c1ccc(-n2ccnc2)cc1,-1.9
O=C(Nc1ccccc1-c1ccccc1)c1cccc(C(F)(F)F)c1,0.8
Nn1c(SCC(=O)Nc2cccc3ccccc23)nnc1-c1cc(-c2ccc(F)cc2)n[nH]1,-0.3
Cc1ccc(S(=O)(=O)N2CCN(CC(=O)Nc3ccc([N+](=O)[O-])cc3)CC2)cc1C,-1.5
C[C@H](CO)N1C[C@H](C)[C@@H](CN(C)Cc2ccncc2)Oc2c(NC(=O)c3ccncc3)cccc2C1=O,1.1
CCCCCSc1nc(N2CCOCC2)c2c(c1C#N)CC(C)(C)OC2,1.9
CC(=O)c1cn(CC(=O)Nc2c(C)cccc2C)c2ccccc12,-1.3
COc1ccc(CCN(C(=O)c2cccc(F)c2)C2CC(=O)N(c3ccc(OC)cc3)C2=O)cc1 (configuration not stated),1.3
CCOc1ccc(C2/C(=C(/O)c3ccc4c(c3)CC(C)O4)C(=O)C(=O)N2CCCn2ccnc2)cc1 (configuration not stated),-6.9

Remaining list, next part:
smiles,TbREL1 inh
CCOc1ccc(S(=O)(=O)NC(C)C(=O)NCc2ccccn2)cc1 (configuration not stated),2.1
CCCN1C(=O)c2n[nH]c(C(C)C)c2C1c1cccc(C(F)(F)F)c1 (configuration not stated),-0.9
CCN(CC)S(=O)(=O)c1ccc(NCc2ccccc2)nc1,-1.4
CC1Cc2nc(SCC(N)=O)n(Cc3ccccc3)c(=O)c2S1 (configuration not stated),-2.5
COc1ccc2c3c([nH]c2c1)C1=NCC[C@]12c1ccccc1N=CN2CC3,-0.1
CCOC(=O)c1cnc(-n2nc(C)cc2C)nc1Nc1ccc(OC)cc1,0.6
O=S1(=O)CCN(Cc2ccccc2C(F)(F)F)CC1,-1.2
COc1ccc(Br)cc1/C=N/NC(=O)C(c1ccncc1)N1CCOCC1 (configuration not stated),-3.7
Cc1cc(C(=O)COC(=O)c2ccc(Br)o2)c(C)n1C,-2.5
CSc1nsc(SCC(=O)Nc2c(C)n(C)n(-c3ccccc3)c2=O)n1,3.0

(list continues)
smiles,TbREL1 inh
COc1ccc(NC(=O)CSc2nnc(C)s2)cc1S(=O)(=O)N1CCOCC1,6.3
Cc1ccccc1CCNC(=O)C1CCN(S(=O)(=O)c2ccc(-n3cnnn3)cc2)CC1,4.5
CCN1C[C@@H]2[C@@H]3C(=O)N(C)C(=O)[C@@H]3[C@](CC)(C1=O)N2C(=O)c1ccc(F)cc1,0.5
Cc1ccc(Cl)cc1NC(=S)N(CCCN1CCOCC1)Cc1ccccn1,-5.1
Cc1ccc(NC(=O)CSc2nnc(CNC(=O)c3c(F)cccc3Cl)o2)cc1,2.1
CCOC(=O)N1CCC(NC(=O)C2CCN(S(=O)(=O)c3ccc4c(c3)oc(=O)n4C)CC2)CC1,-2.0
COC(=O)[C@]12C[C@H](CC(=O)N3CCC(c4ccccc4)CC3)C(=O)N(Cc3ccc(Cl)cc3Cl)C1=C[C@H](C(C)C)O[C@@H]2C1CC1,8.7
Cc1cccc(-n2c(=O)c3c(n4cnnc24)-c2ccccc2CC32CCCCC2)c1,-0.2
O=c1[nH]cc(NCCc2ccccc2)c(=O)[nH]1,-2.9
C=CCNCC#CCOc1ccc(OC)cc1,4.3

The closing seven entries of the part before are carried over, then new ones follow.
smiles,TbREL1 inh
Cc1ccc(Cl)cc1NC(=S)N(CCCN1CCOCC1)Cc1ccccn1,-5.1
Cc1ccc(NC(=O)CSc2nnc(CNC(=O)c3c(F)cccc3Cl)o2)cc1,2.1
CCOC(=O)N1CCC(NC(=O)C2CCN(S(=O)(=O)c3ccc4c(c3)oc(=O)n4C)CC2)CC1,-2.0
COC(=O)[C@]12C[C@H](CC(=O)N3CCC(c4ccccc4)CC3)C(=O)N(Cc3ccc(Cl)cc3Cl)C1=C[C@H](C(C)C)O[C@@H]2C1CC1,8.7
Cc1cccc(-n2c(=O)c3c(n4cnnc24)-c2ccccc2CC32CCCCC2)c1,-0.2
O=c1[nH]cc(NCCc2ccccc2)c(=O)[nH]1,-2.9
C=CCNCC#CCOc1ccc(OC)cc1,4.3
CC1SC(=NC(=O)c2ccco2)NC1=O (configuration not stated),-0.1
Cc1ccc(NC(=O)CCn2cccc2)cc1,-1.9
CC1CN(C(=S)NC(=O)c2ccc([N+](=O)[O-])cc2)CC(C)O1 (configuration not stated),1.4
CCOC(=O)N1CCN(C(=O)C[C@@H]2C[C@@]3(C(=O)OCC)CCC=C3N(CCC3=CCCCC3)C2=O)CC1,-2.3
COC(=O)c1c(NC(=S)NN2CCOCC2)sc2c1CCCC2,-7.0
COc1ccc(-n2nnnc2SCC(=O)c2ccc3c(c2)OCCO3)cc1,-1.3
Cc1cc(=O)n(C2CCS(=O)(=O)C2)[nH]1 (configuration not stated),-3.6
Cc1cc(=O)n(-c2ccc(C(=O)O)cc2)[nH]1,-0.3
N#C/C(=C(/O)c1ccc(Br)s1)c1nc2ccccc2[nH]1,0.6
O=S(=O)(/N=C(/Nc1ccccn1)c1ccc(Cl)cc1)c1ccc(Cl)cc1,1.0

More structures:
smiles,TbREL1 inh
O=C(COC(=O)c1cccnc1)Nc1cccc2ccccc12,0.6
Cc1ccc(-c2cc(-c3ccc4c(c3)OCO4)c(C#N)c(N)n2)o1,1.1
C/C(CC(=O)N1CCCC1)=N\NC(=O)c1cc2ccccc2cc1O,-0.2
Cc1cccc(NC(=O)c2ccccc2OCC(=O)c2ccccc2)c1,1.5
Cc1cc(Nc2cccc(F)c2)n2nc(C)nc2n1,1.7
CCOC(=O)N1CCN(c2cc(=O)n(-c3cccc(Br)c3)c(=O)[nH]2)CC1,-1.3
COc1ccc(-c2c(C3=CCCCC3)oc3ccc(-c4ccc5c(c4)OCO5)cc23)cn1,0.8
COc1cccc(N2C(=NC(=O)C3CCCO3)SC3CS(=O)(=O)CC32)c1 (configuration not stated),4.6
Cc1ccc(NC(=O)Cc2cccc(F)c2)c(S(=O)(=O)N2CCOCC2)c1,-1.4
COc1c(C(=O)NNC(=O)c2ccccc2)csc1Br,1.4

The list continues.
smiles,TbREL1 inh
CCC1(c2ccc(F)cc2)NC(=O)N(CC(=O)Nc2ccccc2Cl)C1=O (configuration not stated),-2.0
CCCCCCN1CCN(C2CN(Cc3cn(Cc4ccccc4)nn3)S(=O)(=O)C2)CC1 (configuration not stated),1.6
O=C1N=C(N2CCN(c3ccccc3)CC2)S/C1=C\c1cn[nH]c1-c1ccccc1,-3.6
CN1/C(=C/c2cccc[n+]2CCO)Sc2ccccc21,-12.4
Nc1ccc(C(=O)NC2CCSc3ccccc32)cc1[N+](=O)[O-] (configuration not stated),-1.7
COc1ccc(N(C)C(=O)C2CCN(S(=O)(=O)c3cccc4nonc34)CC2)c(OC)c1,1.4
OC1(c2ccc(F)cc2)CCN(Cc2nnnn2Cc2cccs2)CC1,-1.8
COCC(=O)N1CCC(Oc2ccc(C(=O)N3C[C@H]4CC[C@H]3C4)cc2)CC1,4.7
Cc1ccc(NC(=O)CN2CCN(c3nc(-c4ccccc4)cs3)CC2)cc1C,-2.0
Cc1cccc(C)c1N1CCN(S(=O)(=O)N2CCOCC2)CC1,-3.1

The list goes on:
smiles,TbREL1 inh
CC(=O)NCCn1c(SCC(=O)NCCC(C)C)nc2ccccc2c1=O,-3.6
CCn1c(=NC(=O)CS(=O)(=O)c2ccc(F)cc2)sc2cccc(OC)c21,1.5
Cc1cccc(NC(=O)Cn2c(=O)oc3cc(S(=O)(=O)N4CCCC4)ccc32)n1,0.5
CCOC(=O)[C@H]1[C@H]2COc3ccc(Cl)cc3[C@@H]2N2C(=O)c3ccc(F)cc3NC(=O)[C@@]12C,0.3
CCC(C)[C@@H](C(=O)Nc1ccc2c(c1)OCO2)N1Cc2ccccc2C1=O (some centres not stated),-2.4
COc1ccc(C(O)c2ncc(-c3ccccc3Cl)[nH]2)cc1F (configuration not stated),5.9
CC(OCc1ccccc1)C(NC(=O)OC(C)(C)C)C(=O)NCC1CCCO1 (configuration not stated),1.8
COc1ccc(CC(=O)NNC(=S)Nc2ccc(Br)cc2)cc1,-5.4
COc1cc(C(=O)NCc2nnc(SCC(=O)NCc3ccccc3)o2)cc(OC)c1OC,-1.0
Cc1onc(-c2ccccc2)c1-c1nc2ccccc2c(=O)o1,2.7

The final 2 compounds of the part above are carried over, then new ones follow.
smiles,TbREL1 inh
COc1cc(C(=O)NCc2nnc(SCC(=O)NCc3ccccc3)o2)cc(OC)c1OC,-1.0
Cc1onc(-c2ccccc2)c1-c1nc2ccccc2c(=O)o1,2.7
Cc1ccc2c(CN3CCN(CCO)CC3)cc(=O)oc2c1C,-0.3
CCOC(=O)c1cc(-c2ccco2)nn1-c1ccc(C)cc1,-5.4
O=C(CNC(=O)OCc1ccccc1)NC1CCCCCCC1,-1.5
CCOC(=O)/C=C1\SCC(=O)N1CC(=O)NC12CC3CC(CC(C3)C1)C2,-5.1
CCCOC(=O)CSc1nnc(-c2cc(OC)c(OC)c(OC)c2)o1,-2.3
CN1CCCN(C(=O)CC2(CC(=O)O)CCCC2)CC1,-1.1
CNC[C@@H](C)NC[C@@H](Cc1ccccc1)NCCc1ccccc1,4.2
COc1cc(NC(=O)COc2ccccc2)c(OC)cc1NC(C)=O,0.6
COC(=O)C1=C(C)N(Cc2ccco2)C(=O)N[C@@H]1c1ccccc1,1.2
CCOc1ccc(N2CC(C(=O)Nc3ccc4c(c3)OCCO4)CC2=O)cc1 (configuration not stated),3.0

Next part, starting with the last 3 of the part before.
smiles,TbREL1 inh
COc1cc(NC(=O)COc2ccccc2)c(OC)cc1NC(C)=O,0.6
COC(=O)C1=C(C)N(Cc2ccco2)C(=O)N[C@@H]1c1ccccc1,1.2
CCOc1ccc(N2CC(C(=O)Nc3ccc4c(c3)OCCO4)CC2=O)cc1 (configuration not stated),3.0
O=C1CCCc2ccccc2N1Cc1ccc(Cl)cc1Cl,-3.8
Cc1ccc(S(=O)(=O)NCCC(=O)N2CCC(Cc3ccccc3)CC2)cc1,-1.0
CCOC(=O)c1ccccc1NC(=O)c1cccc(F)c1,0.1
COc1cc(CNn2cnnc2)ccc1OCC(=O)NC(C)(C)C,-1.5
CCC(C(=O)NC1CCCCCC1)c1ccccc1 (configuration not stated),3.9
CCn1cc(CN2CCCC(CNS(=O)(=O)Cc3ccccc3)C2)cn1 (configuration not stated),-0.6
Cc1c(Cl)c([N+](=O)[O-])nn1CCCC(=O)Nc1cc(Cl)ccc1Cl,5.5
CCSc1ccc(/C(N)=N/OC(=O)c2cccs2)cn1,0.3
COC(=O)c1cc(C)sc1NC(=O)c1cccnc1,1.8
CC1CCCC(C)N1c1nnc(N)s1 (configuration not stated),0.1

Additional entries follow:
smiles,TbREL1 inh
O=c1c2cc3cc4c(cc3nc2ncn1Cc1cccnc1)OCO4,2.1
CCCCC(=O)Nc1ccc(N2CCCC2)cc1,-1.1
CCCCC(=O)Nc1ccc(C(=O)NCCCn2ccnc2)cc1,-0.7
CCc1ccc(N2CC34C=CC(O3)C(C(=O)OC)C4C2=O)cc1 (configuration not stated),-0.5
O=C(Nc1ccc(F)cc1)c1ccc(S(=O)(=O)N2CCCC2)cc1,0.3
O=C(N/N=C/c1ccccn1)c1ccc(Cl)cc1,10.4
Cc1cc(NC(=O)COc2cccc([N+](=O)[O-])c2)no1,1.1
C[C@@H]1CN([C@@H](C)CO)S(=O)(=O)c2ccc(Br)cc2O[C@H]1CN(C)Cc1ccncc1,1.1
COc1ccc(CC(=O)NCCS(=O)(=O)N2CCN(c3ccccc3OC)CC2)cc1,-1.4
O=C1NCCN(CC2CCN(CC3CCCC3)CC2)C1=O,-0.2
